Pf growth 48h = inhibits P. falciparum growth in the first generation, 48 h; hit rate 5.9% among 310,000; Potency, µM (titrated, usually from 28.7 µM), for inactives: at the highest dose activity change, negative = inhibition, most hits filed as inhibitors; P. falciparum luciferase growth in erythrocytes, 48 h; AID 504832; also: potency is read from the fitted curve at half-maximal effect; % is scaled to controls: 0 for no effect and ±100 for the full control effect
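Read-out is firefly luciferase luminescence from an integrated reporter in P. falciparum, so falling signal marks reduced parasite growth. Infected erythrocytes were at 2% hematocrit and 0.1% parasitemia (final) in Albumax-supplemented RPMI 1640.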
Shiga toxin inh = inhibitors of Shiga toxin in Vero cells; Vero cells, Shiga toxin protein synthesis inhibition reporter; hit rate 9.2% among 290,000; AID 2315; inhibition, % at 38.7 µM; in the data active = inhibition mostly above about 28%, no sharp cut-off; inactive = mostly below about 43%; also: 0% is about no effect
FBPA Giardia inh = Giardia lamblia aldolase inhibition | Potency, µM (titrated, usually from 59.6 µM), for the others: at the highest dose activity, negative = inhibition, actives largely listed as inhibitors | AID 2451 | purified Giardia FBPA | hit rate 0.71% among 290,000 | A8B2U2; also: potency is read from the fitted curve at half-maximal effect; % is scaled to controls: 0 for no effect and ±100 for the full control effect; nearly all actives have a fitted effect of over 55% in size
Target sequence (A8B2U2 whole entry, looked up): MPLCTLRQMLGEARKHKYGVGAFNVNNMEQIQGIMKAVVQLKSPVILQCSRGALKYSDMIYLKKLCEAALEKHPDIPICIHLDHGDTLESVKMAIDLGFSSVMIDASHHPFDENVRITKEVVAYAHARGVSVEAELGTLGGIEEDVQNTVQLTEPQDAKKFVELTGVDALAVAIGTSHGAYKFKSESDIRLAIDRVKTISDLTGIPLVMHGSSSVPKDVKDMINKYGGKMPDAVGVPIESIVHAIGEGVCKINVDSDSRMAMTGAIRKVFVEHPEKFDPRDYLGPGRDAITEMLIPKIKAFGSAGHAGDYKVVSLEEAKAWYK
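40 nM FBPA preincubated 10 min at RT with compound (up to 57.5 uM final), then substrate plus GAPDH/TPI/NAD/arsenate coupling and diaphorase/resazurin added. Fluorescence read after 20 min at RT, 525/598 nm.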
Sm TGR inh = S. mansoni TGR enzyme inhibition | hit rate 3% among 360,000 | Potency, µM (titrated, usually from 114 µM), inactives show top-dose activity change, negative = inhibition, usual class: inhibitors | purified TGR, DTNB reduction, TNB absorbance 405 nm | AID 485364; also: potency is read from the fitted curve at half-maximal effect; % is scaled to controls: 0 for no effect and ±100 for the full control effect; nearly all actives have a fitted effect of over 60% in size
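TGR 20 nM + NADPH 100 uM (dispensed conc.), cpd preinc 15 min RT; start with NADPH (500 uM addition) then DTNB (15 mM addition). Kinetic TNB absorbance, 405 nm filter. Four-parameter Hill fit across titration.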
CHX counter = counter-screen for Shiga toxin inhibitors: cycloheximide protein synthesis inhibition; max response, %; hit rate 12% among 300,000; cell reporter, cycloheximide protein synthesis inhibition counterscreen; AID 2314; in the data active = max response mostly above about 13%, no sharp cut-off; inactive = mostly below about 14%; also: read at 38.3 µM for the half of the compounds with a filed dose; 0% is about no effect
Pf growth 96h = P. falciparum growth inhibition at 96 hours; P. falciparum luciferase reporter growth, 96 h; Potency, µM (titrated, usually from 28.7 µM), inactives show at the top dose activity change, negative = inhibition, most hits filed as inhibitors; hit rate 6.9% among 320,000; also: potency is read from the fitted curve at half-maximal effect; % is scaled to controls: 0 for no effect and ±100 for the full control effect
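Infected RBCs, 2% Hct / 0.05% parasitemia final; luciferase-reporter P. falciparum; cpd 96 h, 37 C, 5% CO2; luciferase detection reagent; luminescence.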
* marks the source's active call; other numbers are inactive results; & = joins results of further samples; [ ] = another dose, or the depositor's remark. Unless noted, calls follow the shape of the dose curve; as a rule, active = well fitted curve in the direction sought with a large enough effect; inconclusive = small, poorly fitted or top-dose-only effect, or another doubt; inactive = no such curve, though single readings can be large; an effect the other way counts as inactive or inconclusive. Not a hit list; about 24% have a hit in one of these screens.

Cn1cnnc1SCC(=O)Nc1nc(-c2ccccc2)cs1 was read as Pf growth 48h -12%, Shiga toxin inh 5, FBPA Giardia inh -4%, Sm TGR inh -4%, CHX counter 13* and Pf growth 96h inconclusive.
Screening O=C1CCCC2=C1C(c1ccccc1)CC(=O)N2c1ccc(F)cc1F (configuration not stated) returned Pf growth 48h inconclusive, Shiga toxin inh -9, FBPA Giardia inh 6%, Sm TGR inh 5%, CHX counter 5 and Pf growth 96h 90%[activator].
`COc1cc(C(=O)Nc2ccc(NC(C)=O)cc2)ccc1OCc1ccccc1` gave Pf growth 48h 5%, Shiga toxin inh -9, FBPA Giardia inh 1%, Sm TGR inh 8%, CHX counter 9 and Pf growth 96h -7%.
`Cc1ccc(Cl)cc1N1CCN(C(=O)C2CCN(c3nnc(-n4cccc4)s3)CC2)CC1` gave Pf growth 48h 13µM*, Shiga toxin inh -1, FBPA Giardia inh 5%, Sm TGR inh 1%, CHX counter -1 and Pf growth 96h inconclusive.
For COCCOC(=O)C1=C(C)Nc2ncnn2C1c1ccccc1 (configuration not stated) the results were Pf growth 48h 1%, Shiga toxin inh 3, FBPA Giardia inh -4%, Sm TGR inh 2%, CHX counter -2 and Pf growth 96h 14%.
`CC1CN(C(=O)CSc2nnc(NC(=O)NC(C)(C)C)s2)CC(C)O1` (configuration not stated) gave Pf growth 48h 0%, Sm TGR inh 2% and Pf growth 96h -10%.
`COC(=O)[C@@H]1C[C@@]2(O)[C@H](O)[C@H](O)[C@H](O)C[C@H]2N1Cc1cccc2ccccc12` gave Pf growth 48h 76%[activator], Shiga toxin inh -3, FBPA Giardia inh -9%&-1%, Sm TGR inh -23%, CHX counter 4 and Pf growth 96h 80%[activator].
Nc1nonc1C(=O)NCCNc1ccc([N+](=O)[O-])cc1 was read as Pf growth 48h -3%, Shiga toxin inh -6, FBPA Giardia inh 1%, Sm TGR inh 16%, CHX counter -2 and Pf growth 96h 12%.
Screening OCCCN1CCN(CCOc2ccccc2-c2ccccc2)CC1 returned Pf growth 48h inconclusive, Shiga toxin inh 9, FBPA Giardia inh 8%, Sm TGR inh -1%, CHX counter 1 and Pf growth 96h 10µM*.
Screening COc1cc(/C=N/N=C(\N)c2nonc2N)ccc1O returned Pf growth 48h 94%[activator], Shiga toxin inh 61*, FBPA Giardia inh 3%, Sm TGR inh -7%, CHX counter 24* and Pf growth 96h 22%.
`O=C(CN1CCCc2ccccc21)N/N=C/c1ccc(O)cc1O` gave Pf growth 48h 71%[activator], Shiga toxin inh 71*, FBPA Giardia inh -23%, Sm TGR inh -1%, CHX counter 26* and Pf growth 96h 9%.
For CCc1nn2cc(C(=O)c3cc(Cl)ccc3O)cnc2c1-c1ccc(F)cc1 the results were Pf growth 48h 6.6µM*, Shiga toxin inh -29, FBPA Giardia inh -3%, Sm TGR inh -15%, CHX counter -2 and Pf growth 96h inconclusive.
For C=CCNC(=O)C1CC(=O)N(c2ccc(OCC(=O)N3CCCC3)cc2)C1 (configuration not stated) the results were Pf growth 48h 26%, Shiga toxin inh -2, FBPA Giardia inh -11%, Sm TGR inh 4%, CHX counter 7 and Pf growth 96h 17%.
O=[N+]([O-])c1cccc(C2CC(c3ccccc3)=NN2c2ccccc2)c1 (configuration not stated) was read as Pf growth 48h inconclusive, Shiga toxin inh 55, FBPA Giardia inh 3%, Sm TGR inh -4%, CHX counter 20* and Pf growth 96h inconclusive.
O=C1NC2(CCCCC2)C(=O)N1CC(=O)N(Cc1ccccc1)c1ccccc1 was read as Pf growth 48h 3%, Shiga toxin inh 26, Sm TGR inh -53%, CHX counter -2 and Pf growth 96h -13%.
Screening COc1ccccc1NC(=O)Cc1nnc(SCC(=O)Nc2ccccc2F)n1C returned Pf growth 48h 34%, Shiga toxin inh 2, FBPA Giardia inh 4%, Sm TGR inh 4%, CHX counter -3 and Pf growth 96h inconclusive.
For CC(=O)c1ccc(C(=O)NC2CCCN(Cc3ccccc3F)C2)s1 (configuration not stated) the results were Pf growth 48h 3%, Shiga toxin inh -30, Sm TGR inh 1%, CHX counter -3 and Pf growth 96h 8%.
Screening CC(=O)NCCn1c(SCc2cc(=O)n3cc(Cl)ccc3n2)nc2ccccc2c1=O returned Pf growth 48h 13%, Shiga toxin inh 13, FBPA Giardia inh -18%, Sm TGR inh 6%, CHX counter 6 and Pf growth 96h 102%[activator].
For CC1Cc2ccccc2N1C(=O)CN1C(=O)CN(C)C(=O)c2ccccc21 (configuration not stated) the results were Shiga toxin inh 13, FBPA Giardia inh -6%, Sm TGR inh -1%, CHX counter -2 and Pf growth 96h 98%[activator].
For Fc1ccc(N/N=C/c2ccncc2)c(F)c1 the results were Pf growth 48h 86%[activator], Shiga toxin inh 50*, FBPA Giardia inh 6%, Sm TGR inh -7%, CHX counter 40* and Pf growth 96h 6%.
For CCOc1cc(C2C3=C(CCCC3=O)N(C)C3=C2C(=O)CCC3)cc(Cl)c1O the results were Pf growth 48h inconclusive, Shiga toxin inh -2, FBPA Giardia inh -25%, Sm TGR inh 35µM*, CHX counter 10 and Pf growth 96h 13%.
Screening CCOC(=O)[C@H]1[C@H]2COc3cc(OC)ccc3[C@@H]2N2C(=O)CN(CC3CCCO3)C(=O)[C@@]12C (some centres not stated) returned Pf growth 48h 33%[activator], Sm TGR inh -25% and Pf growth 96h 1%.
Screening Cc1cc(C(=O)NNC(=O)Nc2ccc(Cl)cc2)no1 returned Pf growth 48h 3%, Shiga toxin inh 17, FBPA Giardia inh 3%, Sm TGR inh -1%, CHX counter 0 and Pf growth 96h 4%.
Screening CN1CCN(S(=O)(=O)Cc2ccc(Cl)cc2)CC1 returned Pf growth 48h inconclusive, Shiga toxin inh -6, FBPA Giardia inh 0%, Sm TGR inh 9%, CHX counter 1 and Pf growth 96h inconclusive.
CCOc1ccc(NC(=O)CCC(=O)NNC(=O)COc2ccccc2C)cc1 was read as Pf growth 48h 40%[activator], Shiga toxin inh 42, FBPA Giardia inh 5%, CHX counter 14 and Pf growth 96h 17%.
Screening COc1ccc(S(=O)(=O)NN=C2CCCC2)cc1 returned Pf growth 48h 8%, Shiga toxin inh -13, FBPA Giardia inh 0%, Sm TGR inh 4%, CHX counter -3 and Pf growth 96h 83%[activator].
`CC1CN(S(=O)(=O)c2cccc(-c3csc(-c4ccccc4)n3)c2)CC(C)O1` (configuration not stated) gave Pf growth 48h inconclusive, Shiga toxin inh -7, FBPA Giardia inh 2%, Sm TGR inh 15% and CHX counter -3.
Screening O=C(Cc1cccs1)NNC(=S)NCc1ccc(Cl)cc1 returned Pf growth 48h 2%, Shiga toxin inh -7, FBPA Giardia inh 4%, Sm TGR inh 33%, CHX counter 2 and Pf growth 96h 34%[activator].
Cc1cc(C)[n+]2[nH]c(N)c(N=Nc3ccccc3)c2n1 was read as Pf growth 48h 16%, Shiga toxin inh 58*, FBPA Giardia inh inconclusive, Sm TGR inh 17%, CHX counter 17* and Pf growth 96h -24%.
For O=Cc1c(NCc2ccco2)nc2ccccn2c1=O the results were Pf growth 48h 41%[activator], Shiga toxin inh 24, FBPA Giardia inh -3%, Sm TGR inh inconclusive, CHX counter 16* and Pf growth 96h 5%.
For Cc1cccc(N2CCN(C(=O)CCCn3c(=S)[nH]c4cc5c(cc4c3=O)OCO5)CC2)c1C the results were Pf growth 48h inconclusive, Shiga toxin inh -28, FBPA Giardia inh 0%, Sm TGR inh -2%, CHX counter 2 and Pf growth 96h -8%.
For Cc1ccc(C)c(S(=O)(=O)N2CCN(C(=O)C(C)Sc3ccccc3)CC2)c1 (configuration not stated) the results were Pf growth 48h -6%, Shiga toxin inh -4, Sm TGR inh 4%, CHX counter -4 and Pf growth 96h inconclusive.
For Cc1ccc(S(=O)(=O)CC(=O)N(CCCN2CCOCC2)c2nc3c(F)cccc3s2)cc1 the results were Pf growth 48h 19%, Sm TGR inh 0% and Pf growth 96h 32%[activator].
`CCOC(=O)C1CCCN(C(=O)c2cc(Nc3ccc(OC)c(OC)c3)nc3ccccc23)C1` (configuration not stated) gave Pf growth 48h inconclusive, Shiga toxin inh 38*, FBPA Giardia inh -7%, Sm TGR inh 10%, CHX counter 10 and Pf growth 96h inconclusive.
For NC1=C([N+](=O)[O-])C(c2ccc(F)cc2)C2=C(CCCC2=O)O1 (configuration not stated) the results were Pf growth 48h -19%, Shiga toxin inh -13, FBPA Giardia inh -11%, Sm TGR inh 5%, CHX counter -3 and Pf growth 96h -3%.
Cc1ccc(S(=O)(=O)NCCCCCC(=O)Nc2cccc(C)c2)cc1 was read as Pf growth 48h -10%, Shiga toxin inh -3, FBPA Giardia inh 0%, Sm TGR inh 0%, CHX counter -3 and Pf growth 96h 12µM*.
Screening N=c1c(S(=O)(=O)c2ccccc2)cc2c(=O)n3ccccc3nc2n1CCCN1CCOCC1 returned Pf growth 48h inconclusive, Shiga toxin inh -2, FBPA Giardia inh -16%, Sm TGR inh 16µM*, CHX counter -3 and Pf growth 96h 18%.
Screening O=C(Nc1ccccc1N1CCCC1)c1ccc2c(c1)OCO2 returned Pf growth 48h 0%, Shiga toxin inh 10, FBPA Giardia inh -8%, Sm TGR inh -28%, CHX counter 1 and Pf growth 96h 29%.
`CCC(=O)N1N=C(c2ccccc2)CC1c1ccc([N+](=O)[O-])cc1` (configuration not stated) gave Pf growth 48h 41%[activator], Shiga toxin inh 5, FBPA Giardia inh -1%, Sm TGR inh -2%, CHX counter -2 and Pf growth 96h -9%.
CCC(C)Sc1nc2c(c(=O)[nH]c(=O)n2C)n1CCc1ccccc1 (configuration not stated) was read as Pf growth 48h inconclusive, Shiga toxin inh -7, FBPA Giardia inh -4%, Sm TGR inh 1%, CHX counter 5 and Pf growth 96h 57%[activator].
For CCN(CC)CCNC(=O)C1(O)c2cc(Br)ccc2NC(=O)N1c1c(F)cccc1F (configuration not stated) the results were Pf growth 48h -8%[0.00184 µM], Shiga toxin inh -12, FBPA Giardia inh 9%, Sm TGR inh -27%, CHX counter -7 and Pf growth 96h 32%[activator].
Cc1ccc(-n2ncc3c(NCc4ccccc4)ncnc32)cc1 was read as Pf growth 48h 171%[activator], Shiga toxin inh 103*, FBPA Giardia inh -4%, Sm TGR inh -9%, CHX counter 111* and Pf growth 96h 239%[activator].
`O=C(CSc1ccc([N+](=O)[O-])cn1)Nc1ccccc1N1CCOCC1` gave Pf growth 48h inconclusive, Shiga toxin inh 19, Sm TGR inh -18%, CHX counter -1 and Pf growth 96h 4%.
For Cc1ccccc1NC(=O)CCCCC(=O)Nc1ccccc1C the results were Pf growth 48h 10%, FBPA Giardia inh -8%, Sm TGR inh 1%, CHX counter -3 and Pf growth 96h 36%[activator].
COc1ccc2[nH]c(C)c(C(=O)CN(C)CC3OCCO3)c2c1 was read as Pf growth 48h 2%, Shiga toxin inh -8, FBPA Giardia inh -9%, Sm TGR inh 25µM*, CHX counter 1 and Pf growth 96h 11%.

Three records drawn at random from the list so far, as already listed:
Cc1ccc(-n2ncc3c(NCc4ccccc4)ncnc32)cc1 was read as Pf growth 48h 171%[activator], Shiga toxin inh 103*, FBPA Giardia inh -4%, Sm TGR inh -9%, CHX counter 111* and Pf growth 96h 239%[activator].
`O=C(CSc1ccc([N+](=O)[O-])cn1)Nc1ccccc1N1CCOCC1` gave Pf growth 48h inconclusive, Shiga toxin inh 19, Sm TGR inh -18%, CHX counter -1 and Pf growth 96h 4%.
For COCCOC(=O)C1=C(C)Nc2ncnn2C1c1ccccc1 (configuration not stated) the results were Pf growth 48h 1%, Shiga toxin inh 3, FBPA Giardia inh -4%, Sm TGR inh 2%, CHX counter -2 and Pf growth 96h 14%.
